DAX1 inh-1: NR0B1 (DAX1) inhibition; P51843; HEK293 Gal4-DAX1 luciferase reporter, luminescence; inhibition, % at 6.75 µM; hit rate 0.99% among 340,000; AID 504766;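 active means inhibition above the mean over all tested compounds plus 3 SD, cut at about 4.2% in these data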;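 further: 0% = DAX1-transfected cells with DMSO and 100% = empty-vector control cells with DMSO; inhibition shows as a rise in luminescence from relieved DAX1 repression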
Target sequence (P51843 207-470 limits assumed): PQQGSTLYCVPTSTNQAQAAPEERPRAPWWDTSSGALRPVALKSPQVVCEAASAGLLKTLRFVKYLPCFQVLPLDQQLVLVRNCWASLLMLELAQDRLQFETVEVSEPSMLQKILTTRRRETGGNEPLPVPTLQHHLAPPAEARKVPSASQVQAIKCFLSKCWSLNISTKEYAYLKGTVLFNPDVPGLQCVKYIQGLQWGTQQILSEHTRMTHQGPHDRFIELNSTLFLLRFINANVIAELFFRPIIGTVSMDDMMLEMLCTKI
sPLA2-III inh: Blocks human group III sPLA2 activity; inhibition, % at 12.2 µM; QFRET BODIPY PC-A2 liposome hydrolysis, fluorescence; hit rate 0.56% among 370,000; AID 743126;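 active means inhibition above mean plus 3 SD of compounds lying within the high and low control bounds, cut at about 19% in these data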;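 further: 0% = median of test compound wells and 100% = no enzyme DMSO wells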
Target sequence (Q9NZ20 whole entry, looked up): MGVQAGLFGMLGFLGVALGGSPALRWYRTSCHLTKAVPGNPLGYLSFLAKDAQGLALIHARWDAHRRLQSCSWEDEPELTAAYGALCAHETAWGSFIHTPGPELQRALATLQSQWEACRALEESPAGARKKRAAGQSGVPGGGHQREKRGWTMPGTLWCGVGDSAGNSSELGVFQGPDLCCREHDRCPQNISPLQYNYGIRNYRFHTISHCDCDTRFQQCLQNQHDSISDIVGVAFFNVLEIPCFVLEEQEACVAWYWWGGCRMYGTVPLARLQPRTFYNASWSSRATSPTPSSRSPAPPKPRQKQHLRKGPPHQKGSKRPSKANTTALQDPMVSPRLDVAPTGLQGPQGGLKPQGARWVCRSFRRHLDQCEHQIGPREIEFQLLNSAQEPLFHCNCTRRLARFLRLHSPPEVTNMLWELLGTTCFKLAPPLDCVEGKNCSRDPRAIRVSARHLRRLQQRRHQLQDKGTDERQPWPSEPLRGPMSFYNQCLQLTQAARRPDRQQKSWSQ
FXN GAA850 act: frataxin GAA850 promoter activation. HEK293 lucGAA850 FXN promoter luciferase reporter, 24 h; percent of 10 µM SAHA response. activation, % at 6 µM. hit rate 0.56% among 360,000;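 active means activation above the average of all compounds screened plus 3 SD, cutoff fixed separately per campaign, cut at about 7.5% in these data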;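 further: 0% = DMSO wells and 100% = 10 µM SAHA wells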
KLK7 zymogen act: activates the human kallikrein-7 zymogen; P49862; AID 652039; activation, % at 7 µM; purified proKLK7, EDANS-DABCYL substrate fluorescence; 100% is mature enzyme control, 0% vehicle; hit rate 0.9% among 370,000;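 active means activation above the mean of all tested compounds plus 3 SD, computed per campaign excluding outliers beyond control limits, cut at about 13% in these data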
Target sequence (P49862 whole entry, looked up): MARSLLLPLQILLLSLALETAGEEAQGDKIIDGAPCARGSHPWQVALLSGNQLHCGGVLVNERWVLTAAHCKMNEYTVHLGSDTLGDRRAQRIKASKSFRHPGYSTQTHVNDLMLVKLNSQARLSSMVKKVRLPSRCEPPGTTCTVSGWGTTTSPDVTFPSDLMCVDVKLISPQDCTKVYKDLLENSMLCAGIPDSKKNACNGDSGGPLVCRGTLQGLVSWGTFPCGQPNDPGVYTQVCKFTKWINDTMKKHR
SMARCA2 act: increases SMARCA2 function in MMTV reporter cells | hit rate 1% among 370,000 | MG213 cells, MMTV-luciferase reporter, dexamethasone, overnight | activation, % at 9.1 µM | AID 652017; in the data active means activation above about 7.8%;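 further: 0% = vehicle wells and 100% = reference activator wells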
GC-B act: GC-B (human) receptor activation | hit rate 0.11% among 370,000 | P20594 | activation, % at 10 µM | AID 1920062 | HEK293-GC-B cells, CNP EC30, cGMP TR-FRET; 0% at EC30 CNP, 100% saturating CNP;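 active means activation at 10 µM reaching about 35% in either raw or pattern-adjusted values, limit read from the data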
GC-A act: GC-A (human) enzyme activation; HEK293 GC-A cells, cGMP TR-FRET, EC30 ANP; 0% at EC30 ANP, 100% saturating ANP; activation, % at 10 µM; hit rate 0.14% among 370,000; AID 1671463; in the data active means activation above about 40%
DAX1 inh-2: inhibitors of DAX1 repression of SF-1 activated StAR promoter. HEK293T StAR-luciferase reporter, SF-1/DAX-1 repression relief. inhibition, % at 6.8 µM. hit rate 1.1% among 370,000. AID 652010;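 active means inhibition above the mean over all tested compounds plus 3 SD, cut at about 3.6% in these data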;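 further: 0% = DAX-1 cells with DMSO and 100% = cells lacking DAX-1 with DMSO; higher inhibition means more luminescence from relief of DAX-1 repression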
hgDAF-12 ag: hgDAF-12 agonism, primary luciferase screen; AID 687014; HEK293 GAL4-hgDAF12 UAS-luciferase reporter, agonist luminescence; normalized to butyrate control; hit rate 1.8% among 370,000; activation, % at 6.8 µM;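 active means activation above a cutoff set at the mean of all screened compounds plus 3 SD, cut at about 10% in these data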;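 further: 0% = DMSO wells and 100% = sodium butyrate wells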
ssDAF-12 act: activates DAF-12 receptor from parasite S. stercoralis; HEK293 ssDAF-12/GRIP1 lit1-tk-luc reporter, luminescence; % of 3 µM dafachronic acid response; AID 652126; activation, % at 6.8 µM; hit rate 1% among 370,000;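 active means activation above the mean over all tested compounds plus 3 SD, cut at about 0.9% in these data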;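 further: 0% = DMSO-only wells and 100% = 3 µM delta7-dafachronic acid wells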
hcDAF12 agonist: activators of H. contortus DAF-12 nuclear receptor | HEK293 hcDAF-12 lit1-tk-luc reporter, luminescence; 0% DMSO, 100% Δ7-dafachronic acid | activation, % at 6.8 µM | hit rate 1.4% among 370,000 | AID 652067;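 active means activation above the mean of all tested compounds plus 3 SD, cut at about 5.5% in these data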;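 further: 100% = response to 3 µM Δ7-dafachronic acid high control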
An asterisk follows results filed as active.

`CCOC(=O)C1=C(COC(=O)CNC(=O)c2cccc(C)c2)NC(=O)NC1C` (configuration not stated) gave DAX1 inh-1 3.6, sPLA2-III inh 2.6, FXN GAA850 act -1.2, KLK7 zymogen act 0.6, SMARCA2 act -1.8, GC-B act 1.0, GC-A act -0.8, DAX1 inh-2 0.5, hgDAF-12 ag -0.9, ssDAF-12 act -0.3 and hcDAF12 agonist 0.0.
Screening CN1CCN(C(=O)c2cc(COc3ccccc3)on2)[C@@H](c2ccccc2)C1 returned DAX1 inh-1 1.4, sPLA2-III inh 2.5, FXN GAA850 act 2.7, KLK7 zymogen act -0.2, SMARCA2 act 6.2, GC-B act 0.1, GC-A act -0.3, DAX1 inh-2 5.8*, hgDAF-12 ag 11.4*, ssDAF-12 act 1.1* and hcDAF12 agonist 4.4.
`CN(C(=O)CSc1nc2ccc(Br)cc2c(=O)n1Cc1ccco1)C1CCS(=O)(=O)C1` (configuration not stated) gave DAX1 inh-1 1.2, sPLA2-III inh 0.2, FXN GAA850 act 0.2, KLK7 zymogen act 0.3, SMARCA2 act 1.6, GC-B act -17.6, GC-A act -26.0, DAX1 inh-2 -0.2, hgDAF-12 ag 3.1, ssDAF-12 act -1.6 and hcDAF12 agonist 0.7.
Screening CC1=C(C)C(OCCCl)N(c2cc(O)c(Cl)cc2F)C1=O (configuration not stated) returned DAX1 inh-1 0.1, sPLA2-III inh -2.0, FXN GAA850 act -0.2, KLK7 zymogen act -0.4, SMARCA2 act 0.6, GC-B act 4.4, GC-A act 0.9, DAX1 inh-2 0.5, hgDAF-12 ag 3.4, ssDAF-12 act -1.2 and hcDAF12 agonist -1.4.
For c1ccc(N2CCN(c3nnc(Cc4cccnc4)c4ccccc34)CC2)nc1 the results were DAX1 inh-1 -0.5, sPLA2-III inh -2.3, FXN GAA850 act 1.8, KLK7 zymogen act 0.7, SMARCA2 act 2.6, GC-B act 3.2, GC-A act 0.7, DAX1 inh-2 -1.3, hgDAF-12 ag -4.5, ssDAF-12 act -1.4 and hcDAF12 agonist -2.8.
COc1ccc(OC)c(C(=O)Nc2c(O)ccc3ccccc23)c1 was read as DAX1 inh-1 -0.7, sPLA2-III inh -22.3, FXN GAA850 act 1.1, KLK7 zymogen act 0.4, SMARCA2 act 3.1, GC-B act 0.4, GC-A act 1.0, DAX1 inh-2 -0.1, hgDAF-12 ag 1.5, ssDAF-12 act -0.3 and hcDAF12 agonist 7.0*.
For c1ccc(CN=C2NN=C(c3cc4ccccc4o3)CS2)cc1 the results were DAX1 inh-1 1.8, sPLA2-III inh -4.6, FXN GAA850 act 2.2, KLK7 zymogen act -0.1, SMARCA2 act 0.5, GC-B act 3.1, GC-A act 0.4, DAX1 inh-2 -0.1, hgDAF-12 ag 2.9, ssDAF-12 act -1.0 and hcDAF12 agonist -1.1.
For O=C(Cc1ccc(Cl)cc1)Nc1cccc(-c2nnc(-c3ccco3)o2)c1 the results were DAX1 inh-1 -1.6, sPLA2-III inh -4.7, FXN GAA850 act -3.2, KLK7 zymogen act -0.1, SMARCA2 act -3.4, GC-B act 0.5, GC-A act 3.5, DAX1 inh-2 -0.9, hgDAF-12 ag 2.0, ssDAF-12 act -1.4 and hcDAF12 agonist -3.1.
`COCCn1nnnc1C(c1cccc(OC)c1OC)N1CCN(C2CCCCC2)CC1` (configuration not stated) gave DAX1 inh-1 0.8, sPLA2-III inh 2.4, FXN GAA850 act 2.3, KLK7 zymogen act 0.4, SMARCA2 act -0.2, GC-B act 3.0, GC-A act 0.5, DAX1 inh-2 -0.7, hgDAF-12 ag -0.3, ssDAF-12 act -0.9 and hcDAF12 agonist -2.6.
For COC12CC(=O)C(C(C)=O)=C(O)C1(C)c1c(O)c(C)c(O)c(C(C)=O)c1O2 (configuration not stated) the results were sPLA2-III inh -14.5, FXN GAA850 act -2.1, KLK7 zymogen act 0.3, SMARCA2 act 6.1, GC-B act -3.0, GC-A act -0.8, DAX1 inh-2 0.2, hgDAF-12 ag -2.1, ssDAF-12 act -0.7 and hcDAF12 agonist -0.4.
`CCOCCCNC(=O)C(c1ccc(Cl)cc1)N(Cc1cccs1)C(=O)CNC(C)=O` (configuration not stated) gave DAX1 inh-1 -1.2, sPLA2-III inh 16.8, FXN GAA850 act -0.3, KLK7 zymogen act -1.1, SMARCA2 act -3.9, GC-B act -7.5, GC-A act -8.4, DAX1 inh-2 -0.6, hgDAF-12 ag -2.1, ssDAF-12 act -1.1 and hcDAF12 agonist -2.2.
Screening Cc1cc(C)c2nc(NNC(=O)c3cc(=O)c4ccccc4o3)sc2c1 returned DAX1 inh-1 -0.8, sPLA2-III inh 3.8, FXN GAA850 act -1.1, KLK7 zymogen act -0.5, SMARCA2 act -0.7, GC-B act 0.3, GC-A act -2.4, DAX1 inh-2 -0.4, hgDAF-12 ag -1.2, ssDAF-12 act -1.2 and hcDAF12 agonist 1.7.
For COc1ccc(CCNC(=O)c2ccc(NS(=O)(=O)c3ccc4[nH]c(=O)[nH]c4c3)cc2)cc1OC the results were DAX1 inh-1 0.2, sPLA2-III inh 3.2, FXN GAA850 act 1.5, KLK7 zymogen act -0.7, SMARCA2 act -2.2, GC-B act 2.9, GC-A act 1.1, DAX1 inh-2 -0.6, hgDAF-12 ag 0.5, ssDAF-12 act -0.9 and hcDAF12 agonist 0.4.
For CNS(=O)(=O)c1ccc(CCC(=O)N2CCN(c3ccccc3OC)CC2)cc1 the results were DAX1 inh-1 -1.1, sPLA2-III inh -6.8, FXN GAA850 act -0.8, KLK7 zymogen act 1.1, SMARCA2 act -0.1, GC-B act -3.0, GC-A act -2.1, DAX1 inh-2 -0.4, hgDAF-12 ag -1.5, ssDAF-12 act -2.1 and hcDAF12 agonist -3.4.
O=C(O)Cc1coc(-c2ccc(F)cc2)n1 was read as DAX1 inh-1 0.2, sPLA2-III inh 0.1, FXN GAA850 act 0.2, KLK7 zymogen act 0.2, SMARCA2 act 0.1, GC-B act -4.3, GC-A act -2.7, DAX1 inh-2 -0.3, hgDAF-12 ag -6.2, ssDAF-12 act -1.7 and hcDAF12 agonist -1.4.
`CN(C1CCCCC1)S(=O)(=O)c1cccc(C#N)c1` gave DAX1 inh-1 -0.8, sPLA2-III inh -1.1, FXN GAA850 act 0.3, KLK7 zymogen act 0.3, SMARCA2 act -2.0, GC-B act -4.7, GC-A act -1.7, DAX1 inh-2 0.5, hgDAF-12 ag -3.0, ssDAF-12 act -1.9 and hcDAF12 agonist -1.1.
`CSC1=NC(C)(C)C=C(/C=C/c2c(Cl)cccc2Cl)N1` gave DAX1 inh-1 -0.7, sPLA2-III inh 12.9, FXN GAA850 act 0.6, KLK7 zymogen act -0.3, SMARCA2 act -4.2, GC-B act 5.8, GC-A act -2.6, DAX1 inh-2 0.2, hgDAF-12 ag 0.1, ssDAF-12 act -1.2 and hcDAF12 agonist 0.6.
Cc1onc(NC(=O)NC(=O)c2c(F)cccc2Cl)c1Br was read as DAX1 inh-1 -0.1, sPLA2-III inh -5.4, FXN GAA850 act 0.5, KLK7 zymogen act -0.7, SMARCA2 act -1.5, GC-B act 6.4, GC-A act 1.9, DAX1 inh-2 -0.7, hgDAF-12 ag -2.1, ssDAF-12 act -1.1 and hcDAF12 agonist -0.9.
Screening OCCN1CCN(C(=S)NCCc2ccccc2)CC1 returned DAX1 inh-1 1.3, sPLA2-III inh 3.4, FXN GAA850 act 3.3, KLK7 zymogen act -0.8, SMARCA2 act 2.1, GC-B act -2.9, GC-A act -0.5, DAX1 inh-2 0.2, hgDAF-12 ag 1.9, ssDAF-12 act -0.6 and hcDAF12 agonist 0.3.
`OC[C@@H](O)[C@@H](O[C@@H]1O[C@H](CO)[C@H](O)[C@H](O)[C@H]1O)[C@H](O)[C@@H](O)CO` gave DAX1 inh-1 -0.3, sPLA2-III inh 2.1, FXN GAA850 act -0.7, KLK7 zymogen act -0.3, SMARCA2 act -2.8, GC-B act -3.8, GC-A act 4.9, DAX1 inh-2 0.3, hgDAF-12 ag 0.9, ssDAF-12 act -0.7 and hcDAF12 agonist -0.1.
Screening CCCCn1c(N)c(N(CCOC)C(=O)CSc2nnc(-c3ccc(C(C)(C)C)cc3)n2N)c(=O)[nH]c1=O returned DAX1 inh-1 0.2, sPLA2-III inh -4.1, FXN GAA850 act -0.9, KLK7 zymogen act -0.4, SMARCA2 act 0.0, GC-B act 2.7, GC-A act 3.0, DAX1 inh-2 0.5, hgDAF-12 ag 1.1, ssDAF-12 act -1.1 and hcDAF12 agonist 0.1.
`Cc1ccc(C)c(/C=C/C(=O)c2ccccc(=O)c2O)c1` gave DAX1 inh-1 1.0, sPLA2-III inh -4.5, FXN GAA850 act 3.8, KLK7 zymogen act -1.0, SMARCA2 act 0.4, GC-B act -1.1, GC-A act -5.9, DAX1 inh-2 -0.9, hgDAF-12 ag -3.6, ssDAF-12 act -1.8 and hcDAF12 agonist -0.1.
N#Cc1cc2c(nc1SCC(=O)Nc1sc3c(c1C#N)CCC3)CCC2 was read as DAX1 inh-1 1.8, sPLA2-III inh 8.9, FXN GAA850 act 0.2, KLK7 zymogen act 1.5, SMARCA2 act -1.5, GC-B act -15.5, GC-A act -12.1, DAX1 inh-2 -0.6, hgDAF-12 ag 0.9, ssDAF-12 act -0.6 and hcDAF12 agonist 0.8.
For COC(=O)c1c(-c2cccc3ccccc23)csc1NC(=O)Cc1ccc(OC)c(OC)c1 the results were DAX1 inh-1 -2.4, sPLA2-III inh -0.8, FXN GAA850 act -4.9, KLK7 zymogen act -0.5, SMARCA2 act -3.2, GC-B act 8.5, GC-A act -3.5, DAX1 inh-2 -2.9, hgDAF-12 ag -8.6, ssDAF-12 act -2.2 and hcDAF12 agonist -3.8.
`CC(=O)Nc1ccc(S(=O)(=O)N2CCN(C34CC5CC(CC(C5)C3)C4)CC2)cc1` gave DAX1 inh-1 0.8, sPLA2-III inh -3.6, FXN GAA850 act -0.2, KLK7 zymogen act 0.8, SMARCA2 act -2.9, GC-B act 4.7, GC-A act -0.8, DAX1 inh-2 -0.8, hgDAF-12 ag -2.9, ssDAF-12 act -1.1 and hcDAF12 agonist -0.8.
For CC(/C=N\N1CCN(Cc2ccc(C)cc2)CC1)=C\c1ccccc1 the results were DAX1 inh-1 0.7, sPLA2-III inh -3.3, FXN GAA850 act 0.2, KLK7 zymogen act 0.0, SMARCA2 act 1.8, GC-B act 0.2, GC-A act -0.1, DAX1 inh-2 -0.4, hgDAF-12 ag -1.3, ssDAF-12 act -1.0 and hcDAF12 agonist -0.7.
Cc1oc(-c2ccccc2)cc1C(=O)Nc1cccc(C(=O)O)c1 was read as DAX1 inh-1 0.8, sPLA2-III inh -20.1, FXN GAA850 act 0.2, KLK7 zymogen act 0.3, SMARCA2 act -0.6, GC-B act -2.5, GC-A act -0.1, DAX1 inh-2 0.2, hgDAF-12 ag 1.6, ssDAF-12 act -0.6 and hcDAF12 agonist 1.3.
Cc1ccc(NC(=O)C2CCN(C(=O)c3ccc(Cl)cc3)CC2)nc1 was read as DAX1 inh-1 0.2, sPLA2-III inh 3.5, FXN GAA850 act -1.5, KLK7 zymogen act 0.1, SMARCA2 act -0.5, GC-B act -10.2, GC-A act -3.7, DAX1 inh-2 -1.8, hgDAF-12 ag 0.0, ssDAF-12 act -1.2 and hcDAF12 agonist -0.4.

Compound activity deposited in PubChem by several laboratories.
